FadD28 binding: M. tuberculosis FadD28 bisubstrate binding inhibition | hit rate 0.22% among 360,000 | inhibition, % at 12.5 µM | FadD28 bisubstrate probe binding, fluorescence polarization | AID 588549; in the data active means inhibition above about 8.5%, passing the limit was not always enough
TcdB GH inh: TcdB glycohydrolase inhibition; P18177; TcdB glycohydrolase enzymatic assay, plate reader; inhibition, % at 9.99 µM; hit rate 0.24% among 350,000; AID 652162; in the data active means inhibition above about 10%
UGM FP inh: blocks M. tuberculosis UGM enzyme | P9WIQ1 | hit rate 0.06% among 320,000 | inhibition, % at 10 µM | purified UGM, fluorescence polarization probe displacement; in the data active means inhibition above about 10%, passing the limit was not always enough
Target sequence (P9WIQ1 whole entry, looked up): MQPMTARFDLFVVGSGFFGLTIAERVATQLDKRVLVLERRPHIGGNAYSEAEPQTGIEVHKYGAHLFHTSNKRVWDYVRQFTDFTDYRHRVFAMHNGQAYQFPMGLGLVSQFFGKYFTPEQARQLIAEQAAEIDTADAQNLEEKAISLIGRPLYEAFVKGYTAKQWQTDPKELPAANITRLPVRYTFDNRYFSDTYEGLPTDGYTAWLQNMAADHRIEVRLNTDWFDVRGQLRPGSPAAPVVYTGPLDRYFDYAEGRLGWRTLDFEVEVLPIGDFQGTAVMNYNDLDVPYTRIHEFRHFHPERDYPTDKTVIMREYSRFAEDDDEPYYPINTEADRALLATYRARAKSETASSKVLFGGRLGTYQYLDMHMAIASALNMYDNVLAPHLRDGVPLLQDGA
GDH-TPI counter: inhibits GDH-TPI coupling enzymes, artifact for Mtb FBA screen | hit rate 1.2% among 360,000 | inhibition, % at 4.8 µM | GDH-TPI coupled enzyme counterscreen, NADH absorbance; in the data active means inhibition above about 30%;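 further: 0% = DMSO wells and 100% = wells lacking the enzyme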
PfHsp40 rescue: restores yeast growth despite PfHsp40 toxicity | hit rate 0.68% among 340,000 | AID 504582 | S. cerevisiae expressing PfHsp40, growth rescue, ATP luminescence | growth rescue, % at 12.5 µM; in the data active means growth rescue above about 28%, passing the limit was not always enough;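 further: yeast W303a lacking pdr1 and pdr3 grown in galactose medium; growth measured after three days at 30 °C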
Mtb FBA inh: inhibitors of M. tuberculosis fructose-bisphosphate aldolase. purified M. tuberculosis FBA, fluorescence read-out. hit rate 2.3% among 360,000. AID 588726. P9WQA3. inhibition, % at 1 µM; in the data active means inhibition above about 27%;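 further: 0% = vehicle and 100% = reference inhibitor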
Target sequence (P9WQA3 whole entry, looked up): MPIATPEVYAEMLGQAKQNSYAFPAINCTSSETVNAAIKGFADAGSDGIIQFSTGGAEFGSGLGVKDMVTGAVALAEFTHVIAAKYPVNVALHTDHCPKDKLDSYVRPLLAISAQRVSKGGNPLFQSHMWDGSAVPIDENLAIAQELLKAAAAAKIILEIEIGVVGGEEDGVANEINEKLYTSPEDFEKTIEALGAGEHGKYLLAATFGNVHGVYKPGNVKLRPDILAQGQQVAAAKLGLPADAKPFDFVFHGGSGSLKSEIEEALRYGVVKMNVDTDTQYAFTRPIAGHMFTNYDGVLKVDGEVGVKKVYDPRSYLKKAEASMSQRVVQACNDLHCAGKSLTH
Yp Topo-I inh: blocks Yersinia pestis topoisomerase I activity. activity, % at 10 µM. AID 504884. hit rate 0.064% among 360,000. Y. pestis Topo-I cleavage product accumulation, plate reader; in the data active means activity above about 50%, passing the limit was not always enough; further: inactives centre near 2
Vc quorum ag: quorum light induction in luxS cqsA deficient V. cholerae. AID 588436. V. cholerae BH1578 lux reporter, luminescence, 6 h. hit rate 0.16% among 350,000. activation, % at 18.7 µM; in the data active means activation mostly above about 9.7%, no sharp cut-off; further: not every result past the cut was called active; inactives centre near 0; reference of the scale not given here
BioA inh: blocks M. tuberculosis BioA enzyme activity. purified M. tuberculosis BioA enzyme, plate reader. AID 602481. hit rate 0.096% among 360,000. inhibition, % at 9.99 µM; in the data active means inhibition above about 40%
An asterisk follows results filed as active; i = inactive; nt = not tested or not shown; + = active, no number; & = joins results of further samples.

SMILES	FadD28 binding	TcdB GH inh	UGM FP inh	GDH-TPI counter	PfHsp40 rescue	Mtb FBA inh	Yp Topo-I inh	Vc quorum ag	BioA inh
CN(C)S(=O)(=O)c1ccc(NC(=O)C2CC3C=CC2C3)cc1 (centres undefined)	-0.6	1.2	2.5	1	-0.9	-1	-4	-0.3	nt
CN(CC(=O)Nc1cccc(F)c1)C(=O)c1cn(-c2ccccc2)nc1-c1ccc(Cl)cc1	-2.9	0.2	-1.2	2	6.5	4	-6	i	0.2
Cc1nc2c(C#N)c[nH]n2c(=O)c1Cc1ccccc1	-1.0	5.9	3.3	4	-0.1	8	6	2.6	2.0
Cc1ccccc1-c1nsc(SCC(=O)NCc2ccc3c(c2)OCO3)n1	-1.7	0.3	-3.1	5	1.4	3	-5	0.0	nt
CCCn1c(=O)[nH]c(=O)c2c1nc(-c1ccc(C#N)cc1)n2CCOC	-2.7	0.9	1.4	-2	0.6	+	-4	-0.3	4.3
O=C(Nc1cc(S(=O)(=O)N2CCOCC2)ccc1Cl)c1cc([N+](=O)[O-])ccc1Cl	-4.2	nt	-0.4	4	1.0	-3	4	-0.9	0.1
Cc1c(C(=O)NCC(c2ccco2)N(C)C)oc2c(Cl)cccc12 (centres undefined)	-1.3	-1.6	1.4	4	0.2	0	10	-1.0	2.0
COc1ccc(CCN2Cc3c(cccc3[N+](=O)[O-])C2=O)cc1OC	1.1	1.0	2.5	0	1.2	0	3	-1.5	-1.5
CN(C)/C=C1\C=C2C(=O)c3ccccc3N2C1=O	4.0	2.3	103*	10	0.9	-10	-9	i	nt
CC(C)CNC(=O)C1Nc2ccc(C(F)(F)F)cc2C2C=CCC12 (centres undefined)	-4.4	nt	0.6	19	-0.4	1	-2	i	-0.5
O=C(NCc1nnnn1-c1ccc(Cl)cc1)c1ccc(Br)o1	-3.9	1.7	1.3	14	0.8	-2	9	-0.4	3.6
C=CCSc1nc(NC)c2sccc2n1	-1.4	nt	-0.3	17	-0.9	0	-1	-0.5	0.8
CC(NC(=O)c1ccco1)C(=O)OC(C)C(=O)NCc1ccccc1 (centres undefined)	-0.6	0.4	nt	6	-0.9	-2	5	-0.2	-0.5
COc1ccc2c(c1)C1NC(=S)NC(C)(O2)C1C(=O)Nc1ccccc1C (centres undefined)	-2.6	nt	1.2	5	0.7	7	8	-0.3	0.0
CCn1c(SCC(=O)N2c3ccccc3CCc3ccccc32)nnc1-c1ccc(OC)cc1	-1.5	nt	-2.6	2	-1.6	9	27	i	-0.4
Cc1ccc2c(c1)CCCN2CC(=O)N(C)c1c(N)n(Cc2ccccc2)c(=O)[nH]c1=O	1.2	-0.4	0.3	-6	-0.8	2	17	1.6	-12
C[C@H](C(=O)CC(=O)OC(C)(C)C)[C@H](O)c1ccc(C(F)(F)F)cc1	-7.5	nt	1.5	0	-0.1	-1	-6	i	-0.5
CC(=O)N1CCCc2cc(S(=O)(=O)N3CCCC(C(=O)Nc4cccc(F)c4)C3)ccc21 (centres undefined)	-2.8	1.1	1.8	2	0.2	0	24	i	0.0
COc1ccc(CNC(=O)CC(C)c2ccccc2)cc1 (centres undefined)	-2.7	0.7	0.3	7	-1.7	0	5	-2.4	-2.6
Cc1cc(C)n(-c2nc(SCCN(C)C)c3c4c(sc3n2)COC(C)(C)C4)n1	0.8	2.0	-1.2	26	-0.8	8	18	-0.2	2.1
Cc1ccc(S(=O)(=O)NCCC(=O)O)cc1	-1.3	nt	-1.4	7	1.1	2	2	33*	-0.7
Cc1cc(C)cc(N(CC(=O)NC(C)(C)C)C(=O)CNC(=O)c2cccs2)c1	-3.9	-0.2	-0.3	2	-0.6	-2	-13	i	nt
CCOc1ccccc1C(=O)NCC(=O)Nc1ccc(-c2ccccc2)cc1	0.9	1.5	-2.3	0	-1.0	2	11	-0.4	-0.1
O=C(COc1ncnc2c(Cl)cc(Cl)cc12)NCCC1=CCCCC1	-1.4	0.2	0.4	-4	0.7	-2	-2	nt	0.1
Cc1c(N=Nc2c(O)n(-c3ccc(Br)cc3)c(=O)[nH]c2=O)c(=O)n(-c2ccccc2)n1C	-0.6	1.5	3.2	17	1.1	-6	0	-0.5	7.7

Compounds shown so far with a cyano group:
SMILES	FadD28 binding	TcdB GH inh	UGM FP inh	GDH-TPI counter	PfHsp40 rescue	Mtb FBA inh	Yp Topo-I inh	Vc quorum ag	BioA inh
Cc1nc2c(C#N)c[nH]n2c(=O)c1Cc1ccccc1	-1.0	5.9	3.3	4	-0.1	8	6	2.6	2.0
CCCn1c(=O)[nH]c(=O)c2c1nc(-c1ccc(C#N)cc1)n2CCOC	-2.7	0.9	1.4	-2	0.6	+	-4	-0.3	4.3

(continued)
SMILES	FadD28 binding	TcdB GH inh	UGM FP inh	GDH-TPI counter	PfHsp40 rescue	Mtb FBA inh	Yp Topo-I inh	Vc quorum ag	BioA inh
O=C(Nc1cc(Cl)ccc1Cl)c1noc2c1CCCC2	-2.7	-0.7	-0.7	2	-1.7	-1	3	-0.3	-0.3
O=C(CC1CCCC1)NCCc1cn2ccccc2n1	-2.7	0.2	3.0	10	0.0	19	7	i	-0.7
NS(=O)(=O)c1cccc(NC(=O)c2cccs2)c1	-0.6	0.7	2.9	3	-0.1	4	-5	i	-1.9
COc1ccc(NC(=O)COC(=O)Cn2nnc3ccccc32)cc1	-0.3	0.4	2.5	1	0.1	3	-4	nt	nt
Cc1ccc(/C=N/NC(=O)CNC(=O)c2cccc([N+](=O)[O-])c2C)o1	-0.5	1.0	0.8	4	-0.3	4	-8	-0.4	nt
O=C(O)c1cccc(CSc2nnc(Cc3ccccc3)o2)c1	-1.0	nt	1.5	12	-0.1	-2	-4	2.1	0.2
O=C(Nc1cccc(-c2nn[nH]n2)c1)c1csc2c1CCCC2	-7.1	nt	4.8	4	0.6	4	-7	0.1	-2.1
C=CCOc1ccc2ccccc2c1CNn1c(C)n[nH]c1=S	-4.0	0.7	-0.7	2	0.1	-6	-19	-0.3	-0.2
COc1ccc(OC)c(-n2nnnc2SCC(=O)O)c1	-5.6	nt	-1.0	-2	-1.5	-1	-5	i	-2.7
Cc1ccccc1C(=O)c1cccn1CC(=O)NCc1ccccc1	-2.1	0.0	-1.8	-1	0.1	1	-3	0.1	nt
CC#CC(=O)N1CCC(CCc2ccccc2)(C(=O)OCC)CC1	0.6	-1.2	-0.8	-3	1.8	2	20	i	1.3
COC(=O)c1c(C)cc(OC(C)=O)c(C)c1OC(C)=O	-1.3	nt	1.8	1	-0.4	-1	5	i	-0.4
O=C(COc1ccc(N2C(=O)c3ccccc3C2=O)cc1)c1ccccc1	-3.7	1.1	-1.0	-1	-1.2	-2	2	i	nt
O=C(Nc1ccc(C(=O)O)cc1)/C(=C\c1ccco1)NC(=O)c1ccccc1Cl	-3.1	0.4	1.6	21	-0.4	-1	3	-0.1	0.0
O=C(Nc1nc(-c2ccncc2)cs1)C1COc2ccccc2O1 (centres undefined)	-2.5	-0.3	0.7	8	0.1	-1	4	-0.1	-1.6
O=C(COC(=O)C1CC2C=CC1C2)Nc1cccc(S(=O)(=O)N2CCCCC2)c1 (centres undefined)	-5.2	1.8	nt	-9	-0.6	-2	10	-1.4	2.8
Cc1cc(C)cc(N2C(=O)CSC2c2ccccn2)c1 (centres undefined)	-3.8	-0.8	-1.3	1	-0.9	-4	3	i	nt
O=C(CCc1c[nH]c2ccccc12)NCC1COc2ccccc2O1 (centres undefined)	-4.5	1.2	1.0	3	1.5	1	-2	0.0	nt
O=C(CSc1ccccn1)N/N=C/c1c[nH]c2ccccc12	-0.4	0.9	-2.2	5	-1.1	5	-1	i	nt
COCCOC(=O)C1=C(C)NC(=O)NC1c1cccc2ccccc12 (centres undefined)	-1.5	1.5	1.1	8	-0.5	2	2	-0.2	-3.0
Cc1ccc(C)c(Cn2c3ccccc3c3cnn(CC(=O)NCCCN4CCCCC4)c(=O)c32)c1	-5.4	2.8	-0.8	0	-0.5	5	-14	-0.4	-2.5
O=C1c2ccccc2-c2c1cccc2C(=O)N1CCCCC1	-2.4	nt	-2.7	-3	-1.2	1	0	i	1.0
Cc1cc(C)c(C(=O)CSc2n[nH]c(=O)n2C2CC2)cc1C	0.3	nt	-0.4	5	0.9	-3	-10	-0.5	-3.4
CCc1ccccc1NC(=O)CNC(=O)CCc1nc2sc3c(c2c(=O)[nH]1)CCCC3	-0.6	0.1	1.5	6	0.4	3	-2	i	-3.9
Cc1noc(C)c1S(=O)(=O)Nc1ccc2c(c1)CC(=O)N([C@H](C)CO)C[C@H](C)[C@@H](CN(C)CC1CC1)O2	0.8	1.0&-0.3	-1.0	4	-0.5	-2	-3	-0.5	0.9&-0.7
SMILES	FadD28 binding	TcdB GH inh	UGM FP inh	GDH-TPI counter	PfHsp40 rescue	Mtb FBA inh	Yp Topo-I inh	Vc quorum ag	BioA inh
O=C(Nc1ccc2nc(-c3cccnc3)[nH]c2c1)C12CC3CC(CC(C3)C1)C2	-5.2	nt	0.1	10	0.3	7	37	-0.3	5.9
O=C(NCc1ccncc1)C(=O)NCC1OCCN1S(=O)(=O)c1cc(F)ccc1F (centres undefined)	2.2	-1.2	-1.3	0	-0.8	6	4	i	-0.9
COC(=O)c1c(NC(=S)Nc2cc(OC)c(Cl)cc2OC)sc2c1CCCCC2	0.0	nt	0.0	15	-0.4	0	-2	-1.0	-0.5
CCOC(=O)CNC(=O)C(Cc1ccccc1)NS(=O)(=O)c1ccc2c(c1)CCC(=O)N2 (centres undefined)	-3.8	nt	-1.5	-12	0.3	4	0	1.0	-3.0
COC(=O)c1ccc2c(c1)NC(=O)c1ccccc1S2	nt	0.5	-2.5	-7	2.1	1	8	i	0.7
COc1ccc(Cl)cc1NC(=O)c1cc(-c2cc(C)ccc2O)n[nH]1	-1.7	0.2	-3.9	25	-0.9	1	5	i	0.1
O=C(Nc1ccccc1)c1cccc(S(=O)(=O)NC2CCCC2)c1	-3.7	0.6	-2.5	9	-1.7	-2	1	-7.7	0.9
Cc1ccc(NC(=O)COC(=O)COc2ccc3ccc(=O)oc3c2)cc1[N+](=O)[O-]	-3.6	1.4	-0.6	11	-0.9	5	8	-1.8	-0.8
O=C(OC(c1ccccc1)c1nccc2ccccc12)c1ccccc1 (centres undefined)	-1.2	0.8	nt	7	0.1	-3	32	i	-1.2
Cc1ccc(S(=O)(=O)CCC(=O)OCC(=O)NC(C)c2ccccc2)cc1 (centres undefined)	-3.3	-0.5	0.1	-5	0.8	-2	-3	i	-0.6
CCOC(=O)/C(C#N)=N/Nc1ccc(S(=O)(=O)N2CCc3ccccc32)cc1	-0.5	nt	-0.4	17	1.7	-7	-2	i	nt
COc1ccc2c(c1)NC(C)(C)C=C2C	-1.6	-0.2	-0.7	3	0.5	1	3	-0.2	-1.2
O=c1cc(-c2ccccc2)c2c(O)cc(O)cc2o1	0.6	-1.1	0.1	10	-0.9	-1	-2	i	-0.3
C=CCNC(=O)/C(C#N)=C/c1ccc(C(=O)O)cc1	1.4	-0.2	4.2	10	1.0	0	7	-0.3	-0.1
CCc1cc(-c2n[nH]c(=S)n2N)n(C)n1	0.7	nt	-0.3	0	-1.6	-1	-7	1.1	nt
CCCC(=O)N1CCC1(C)C(=O)NCc1ccc(C(C)C)cc1 (centres undefined)	-0.7	nt	nt	8	nt	-1	3	i	-0.1
CCc1nc(NCCO)c(C#N)c2c1CSC(C)(C)C2	-1.5	1.3	2.7	0	0.6	7	-3	-0.6	-3.9
CC1(C)CC(=O)C2=C(C1)N(c1ccc(F)cc1)C(=O)CC2c1ccsc1 (centres undefined)	-0.1	2.3	2.8	4	-0.5	3	6	-0.3	0.1
CCOC(=O)C1=C(Cc2ccc(Cl)cc2)C(=O)c2ccccc2C1=O	0.2	nt	-4.1	7	0.6	0	-5	i	-1.7

Copied from the results shown for reference:
SMILES	FadD28 binding	TcdB GH inh	UGM FP inh	GDH-TPI counter	PfHsp40 rescue	Mtb FBA inh	Yp Topo-I inh	Vc quorum ag	BioA inh
O=C(Nc1ccc2nc(-c3cccnc3)[nH]c2c1)C12CC3CC(CC(C3)C1)C2	-5.2	nt	0.1	10	0.3	7	37	-0.3	5.9
O=C(NCc1ccncc1)C(=O)NCC1OCCN1S(=O)(=O)c1cc(F)ccc1F (centres undefined)	2.2	-1.2	-1.3	0	-0.8	6	4	i	-0.9
COC(=O)c1c(NC(=S)Nc2cc(OC)c(Cl)cc2OC)sc2c1CCCCC2	0.0	nt	0.0	15	-0.4	0	-2	-1.0	-0.5
CCOC(=O)CNC(=O)C(Cc1ccccc1)NS(=O)(=O)c1ccc2c(c1)CCC(=O)N2 (centres undefined)	-3.8	nt	-1.5	-12	0.3	4	0	1.0	-3.0

Source: PubChem BioAssay (several laboratories)
